EPAC2 antagonist: antagonists of human EPAC2; EPAC2 GEF exchange of Rap1B-BODIPY-GDP, fluorescence; AID 720708; actives 0.18% (n = 360,000); Q8WZA2; Potency, µM (highest dose often 114 µM), for inactives: at the top dose activity, negative = inhibition, most hits filed as inhibitors; note: % is set by controls: 0 for no effect and ±100 for the full control effect; nearly all actives have a fitted effect of over 45% in size; many of its hits are not listed in these tables
Target sequence (Q8WZA2 whole entry, looked up): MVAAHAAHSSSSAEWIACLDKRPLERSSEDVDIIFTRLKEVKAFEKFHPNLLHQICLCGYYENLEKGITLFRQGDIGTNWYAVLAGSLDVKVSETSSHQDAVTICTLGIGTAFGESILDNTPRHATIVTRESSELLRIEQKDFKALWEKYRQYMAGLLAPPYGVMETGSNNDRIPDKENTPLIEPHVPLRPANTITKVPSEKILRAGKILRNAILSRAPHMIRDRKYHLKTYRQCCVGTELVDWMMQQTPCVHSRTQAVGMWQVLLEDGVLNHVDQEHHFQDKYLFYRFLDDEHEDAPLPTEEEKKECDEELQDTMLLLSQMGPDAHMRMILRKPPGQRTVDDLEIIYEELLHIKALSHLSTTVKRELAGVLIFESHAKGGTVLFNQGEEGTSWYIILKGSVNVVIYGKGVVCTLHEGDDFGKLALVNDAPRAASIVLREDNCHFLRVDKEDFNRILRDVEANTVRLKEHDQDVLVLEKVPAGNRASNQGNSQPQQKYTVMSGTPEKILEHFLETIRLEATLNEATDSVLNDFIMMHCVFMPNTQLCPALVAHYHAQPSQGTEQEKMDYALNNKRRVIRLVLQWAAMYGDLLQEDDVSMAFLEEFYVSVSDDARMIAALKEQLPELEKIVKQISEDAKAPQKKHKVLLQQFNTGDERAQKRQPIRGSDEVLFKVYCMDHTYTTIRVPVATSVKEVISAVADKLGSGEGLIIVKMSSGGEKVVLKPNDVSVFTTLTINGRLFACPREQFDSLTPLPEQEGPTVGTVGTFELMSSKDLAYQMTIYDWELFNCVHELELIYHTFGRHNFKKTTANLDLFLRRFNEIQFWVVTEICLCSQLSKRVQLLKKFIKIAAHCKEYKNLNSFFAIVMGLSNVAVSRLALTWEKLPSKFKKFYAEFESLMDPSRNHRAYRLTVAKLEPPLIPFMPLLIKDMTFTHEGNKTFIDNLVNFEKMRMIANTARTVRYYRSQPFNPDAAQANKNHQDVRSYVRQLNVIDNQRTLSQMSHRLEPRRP
HepG2 tox: HepG2 cytotoxicity, counter-screen for TGF-b inhibitors | HepG2 CAGA-GFP viability, ATP luminescence, 18 h | Potency, µM (highest dose often 46.1 µM), for inactives: top-dose activity change, negative = cytotoxicity, most hits filed as cytotoxic | actives 0.76% (n = 410,000); note: some results filed as inactive show a strong effect at the top dose
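CellTiter-Glo luminescence gave cytotoxicity after 18 hours at 37 degrees C. The cells were HepG2 CAGA-GFP in 1% FBS DMEM, stimulated with 500 pg/mL TGF-beta after compound addition. %Activity was normalised to no-cell wells (complete cell-killing) and DMSO (no toxicity), and curves were fitted and classified.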
MCF10A rerep: DNA re-replication induction in MCF 10a cells | MCF 10A DNA re-replication, Hoechst nuclear intensity, 48 h | actives 2.9% (n = 350,000) | Potency, µM (series often up to 46.1 µM), inactives show at the highest dose activity, positive = re-replication, actives largely listed as activators | AID 624296; note: % of control where 0% means no effect; nearly all actives have a fitted effect of over 50% in size
Nrf2 activator: activates Nrf2 signaling; AREc32 ARE-luciferase reporter (MCF7-derived line), luminescence, 24 h; Potency, µM (series often up to 46.1 µM), for inactives: top-dose activation, hits mostly activators; actives 0.31% (n = 410,000); note: % of control where 0% means no effect; nearly all actives have a fitted effect of over 65% in size
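Reporter line AREc32 (ARE-Fluc), seeded overnight in OPTI-MEM with 5% FBS; compound pin-transferred, 24 hr at 37 deg C, 5% CO2; luminescent read-out.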
A549 tox: kills or reduces viability of A549 cells in Nrf2 counter-screen. A549 ARE-Fluc cells, CellTiter-Fluor viability, 18-24 h. Potency, µM (titrated, usually from 46 µM), for the others: at the highest dose activity change, negative = cytotoxicity, hits mostly inhibitors. actives 0.16% (n = 390,000); note: % is set by controls: 0 for no effect and ±100 for the full control effect
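A549 ARE-Fluc cells in 5% FBS OPTI-MEM, 5000 cells/well, rested 2 h then exposed to compounds in concentration-response for 18-24 h at 37 °C. Viability by CellTiter-Fluor fluorescence (Ex 405/Em 525) after 30 min; luciferase luminescence (BugLite, 15 min, RT) read afterwards.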
ATXN2 expr inh: ATXN2 expression inhibition; HEK-293 ATXN2-luciferase reporter, luminescence, 24 h; Potency, µM (doses to about 57 µM), inactives show at the highest dose activity change, negative = inhibition, most hits filed as inhibitors; actives 0.72% (n = 360,000); AID 1745845; note: % is set by controls: 0 for no effect and ±100 for the full control effect; nearly all actives have a fitted effect of over 55% in size
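qHTS (up to 57 uM final) was run with 24 h compound exposure of reporter cells at 37 °C. Each well was multiplexed: SteadyGlo luminescence measured ATXN2-luciferase expression after a fluorogenic Gly-Phe-AFC viability readout (25 uM final).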
TGFb inhibitor: inhibitors of TGF-b signaling; AID 588855; actives 1.2% (n = 410,000); Potency, µM (top dose mostly 46.1 µM), without a hit: at the top dose activity, negative = inhibition, actives largely listed as inhibitors; HepG2 CAGA-GFP TGF-b/SMAD3 reporter, GFP fluorescence, 18 h; TGF-beta stimulated, 500 pg/mL final; note: % is set by controls: 0 for no effect and ±100 for the full control effect; nearly all actives have a fitted effect of over 65% in size
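First, reporter cells (HEPG2 CAGA-GFP) rested 2 h at 37 degrees C. Next, compounds were pinned in and TGF-beta added to 500 pg/mL final. After 18 h, GFP was imaged per cell and summed per well.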
Nrf2 block: Nrf2 pathway inhibition. Potency, µM (top dose mostly 46 µM), without a hit: at the highest dose activity change, negative = inhibition, actives largely listed as inhibitors. A549 ARE-Fluc reporter, luciferase luminescence, 18-24 h. actives 2.1% (n = 360,000). AID 504444; note: % is set by controls: 0 for no effect and ±100 for the full control effect; nearly all actives have a fitted effect of over 60% in size
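A549 ARE_Fluc cells, 5000/well, 5% FBS OPTI-MEM; compounds in dose-response, 18-24 h at 37 °C/5% CO2; CellTiter-Fluor viability read (Ex 405/Em 525), then BugLite luciferase luminescence = Nrf2 activity.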
ATXN viability: reduces viability in counter-screen for ATXN expression inhibitors; S2 cells (HEK-293 line with an ATXN2-luciferase reporter) viability, CellTiter-Fluor protease fluorescence, 24 h; Potency, µM (top dose mostly 56.7 µM), actives largely listed as cytotoxic; actives 0.49% (n = 400,000); AID 651635; note: nearly all actives have a fitted effect of over 40% in size
Numbers without * were called inactive; i = inactive; ? = inconclusive; . = no result given; & = joins results of further samples; [ ] = another dose, or the depositor's remark. Calls come from the whole dose curve; as a rule, active = well fitted curve in the direction sought with a large enough effect; inconclusive = small, poorly fitted or top-dose-only effect, or another doubt; inactive = no such curve, though single readings can be large; an effect the other way counts as inactive or inconclusive. Potency is the fitted concentration of half-maximal effect. This is a subset; count on the stated rates, not on these rows.

structure | EPAC2 antagonist | HepG2 tox | MCF10A rerep | Nrf2 activator | A549 tox | ATXN2 expr inh | TGFb inhibitor | Nrf2 block | ATXN viability
COc1cc(CC(=O)OCC(=O)Nc2cc([N+](=O)[O-])ccc2Cl)cc(OC)c1OC | 1% | 12% | 1% | -0.2% | 1% | 2% | ? | 0% | i
CCNC(=O)C1(C)CCN(C(=O)c2cccs2)C1 (configuration not stated) | 2% | 0% | . | 0.5% | . | 8% | 6% | . | i
COc1ccc(C2CC(c3ccc(C)cc3)=NN2C(=O)c2ccccc2)cc1 (configuration not stated) | -15% | -35% | 10% | -0.5% | 0% | . | ? | -6% | i
CCOC(=O)c1ccc(NNC(C)=O)c([N+](=O)[O-])c1 | -1% | -8% | -6% | 1.3% | -7% | -4% | -6% | -7% | i
CCC(=O)NCCCOc1ccccc1 | 5% | 5% | 12% | 0.4% | -3% | 11% | 6% | 10% | i
O=C(c1cccc(Br)c1)c1conc1C(=O)c1ccco1 | -7% | 4% | 4% | 0.8% | 13% | . | 11% | 3% | i
Cn1ccc(C(=O)N/N=C/c2ccccc2[N+](=O)[O-])n1 | 16% | 1% | -1% | 25% | -1% | 21% | 5% | ? | i
CCN(CC)CCOC(=O)c1ccc(NC(=O)c2cc3cc(OC)ccc3oc2=O)cc1 | . | -20% | . | 0.2% | 1% | -9% | 4% | 1% | i
COc1ccc(-c2csc(C(C)(O)c3cccc(F)c3)n2)cc1OC (configuration not stated) | -7% | -23% | . | 3.9% | . | -17% | 0% | . | i
O=C(OCCN=C1NS(=O)(=O)c2ccccc21)c1cccnc1 | 5% | 5% | 0% | -0.1% | -1% | 3% | -5% | -8% | ?
O=C(COc1ccc(F)cc1)N(Cc1cccc(Br)c1)C1CCS(=O)(=O)C1 (configuration not stated) | 1% | 3% | 5% | 0.0% | -4% | 2% | 8% | 30% | i
CCn1c(SCC(=O)Nc2cccc(O)c2)nc2c1c(=O)n(C)c(=O)n2C | 15% | -13% | -1% | -1.0% | 0% | -12% | -2% | ? | i
COc1ccccc1N1CCN(C(=O)CSc2n[nH]c(-c3ccccc3Cl)n2)CC1 | . | -14% | . | 1.1% | -5% | . | -14% | . | .
CCOC(=O)/C(=N\Nc1ccc(Cl)cc1)c1csc(Nc2ccccc2)n1 | 0% | 11µM* | 4µM* | 4.4% | ? | 2% | ? | 16µM* | ?
Cc1nnc(SCC(=O)Nc2ccc(Cl)cn2)[nH]c1=O | 10% | 6% | 2% | 0.3% | 0% | -14% | 15% | . | i
CC1CCN(C(=O)/C=C/c2ccc(C(C)(C)C)cc2)CC1 | -3% | -32% | 18µM* | 1.8% | 1% | 44%[activator] | 0% | 23% | ?
COc1ccccc1CNC(=O)c1c(-c2ccccc2)nn(-c2ccccc2)c1C | -3% | -22% | 5% | -0.7% | -2% | -8% | -4% | 6% | i
CN1C(=O)C(C)(C)c2cc(S(=O)(=O)NCc3ccc(C(=O)NCc4ccco4)cc3)ccc21 | 1% | -39% | 1% | 4.1% | 3% | -1% | ? | -1% | i
Cc1ccc(NC(=O)CC2Sc3ccccc3NC2=O)c(C)c1 (configuration not stated) | . | 6% | . | 0.8% | -6% | 6% | 14% | 4% | i
CSc1ccccc1NC(=O)COC(=O)Cc1ccsc1 | 5% | -19% | 3% | 0.2% | 4% | -10% | -5% | 3% | i

Shown with values under each structure: eight of the compounds above.
Results follow in this order: EPAC2 antagonist, HepG2 tox, MCF10A rerep, Nrf2 activator, A549 tox, ATXN2 expr inh, TGFb inhibitor, Nrf2 block, ATXN viability
> Cn1ccc(C(=O)N/N=C/c2ccccc2[N+](=O)[O-])n1
 : 16%, 1%, -1%, 25%, -1%, 21%, 5%, ?, i
> CCN(CC)CCOC(=O)c1ccc(NC(=O)c2cc3cc(OC)ccc3oc2=O)cc1
 : ., -20%, ., 0.2%, 1%, -9%, 4%, 1%, i
> COc1ccc(-c2csc(C(C)(O)c3cccc(F)c3)n2)cc1OC (configuration not stated)
 : -7%, -23%, ., 3.9%, ., -17%, 0%, ., i
> O=C(OCCN=C1NS(=O)(=O)c2ccccc21)c1cccnc1
 : 5%, 5%, 0%, -0.1%, -1%, 3%, -5%, -8%, ?
> O=C(COc1ccc(F)cc1)N(Cc1cccc(Br)c1)C1CCS(=O)(=O)C1 (configuration not stated)
 : 1%, 3%, 5%, 0.0%, -4%, 2%, 8%, 30%, i
> CCn1c(SCC(=O)Nc2cccc(O)c2)nc2c1c(=O)n(C)c(=O)n2C
 : 15%, -13%, -1%, -1.0%, 0%, -12%, -2%, ?, i
> COc1ccccc1N1CCN(C(=O)CSc2n[nH]c(-c3ccccc3Cl)n2)CC1
 : ., -14%, ., 1.1%, -5%, ., -14%, ., .
> CCOC(=O)/C(=N\Nc1ccc(Cl)cc1)c1csc(Nc2ccccc2)n1
 : 0%, 11µM*, 4µM*, 4.4%, ?, 2%, ?, 16µM*, ?

(continued)
structure | EPAC2 antagonist | HepG2 tox | MCF10A rerep | Nrf2 activator | A549 tox | ATXN2 expr inh | TGFb inhibitor | Nrf2 block | ATXN viability
Brc1cccc(CNc2nc3ccccc3n2CCN2CCOCC2)c1 | 1% | -29% | 5% | 2.6% | -2% | -25%[11.3 µM] | -24% | 9% | i
COC(=O)[C@@]1(C)[C@H]2C(=O)N(Cc3ccccc3)C(=O)[C@H]2[C@H]2CN=C(SC)N21 | 12% | -6% | ? | -0.1% | 11% | -3% | 4% | 12% | i
S=C(NCc1ccncc1)Nc1ccc(Br)cc1Cl | 6% | -21% | 5% | -0.5% | 0% | -17% | -16% | ? | i
O=C(Nc1cccc(F)c1)NC1CC2CCCC(C1)N2C1CC1 (configuration not stated) | 12% | 6% | 5% | 0.2% | -4% | 4% | -1% | 9% | i
Nc1nc2ccc(OC(F)(F)F)cc2s1 | -27% | 1% | 9% | 4.5% | -1% | 42%&26%&-14%[activator] | -4% | -11% | i
Nc1c(C(=O)N2CCCCC2)sc(=S)n1-c1ccccc1 | 1% | -13% | ? | 0.4% | -6% | 7% | -11% | 21% | i
O=C(CC1CCCC1)N1CCN(S(=O)(=O)c2ccccc2)CC1 | 0% | -3% | 0% | -0.2% | 1% | . | 6% | -5% | i
COc1ccc(OC)c(NC(=O)C2CCCN(S(=O)(=O)c3cccc4nsnc34)C2)c1 (configuration not stated) | 3% | 13µM* | -3% | 0.2% | 1% | -8% | -9% | -6% | i
CC(OC(=O)c1cc2c(ccc3ccccc32)oc1=O)c1nc2ccccc2s1 (configuration not stated) | -2% | 0% | 15% | 0.8% | 0% | 14% | 8% | 5% | i
CCN(CC)CCNC(=O)c1c(C)n(-c2ccccc2)c2cc(Br)c(OC)cc12 | -4% | 20µM* | ? | 9.6% | -19% | ? | ? | 3% | ?
COc1ccc(C(=O)C2CCCN(Cc3ccc4nonc4c3)C2)cc1OC (configuration not stated) | -1% | -3% | 5% | -0.2% | -1% | -1% | -23% | -15% | i
COc1ccc(C(C(=O)NC2CCCC2)N(C(=O)c2snc(-c3ccc(F)cc3)c2N)c2ccccc2)cc1 (configuration not stated) | 7% | -1% | 2% | 0.0% | -5% | -4% | -17% | 17% | i
CCOc1ccc(N(C)S(=O)(=O)c2c[nH]c(C(=O)OC)c2)cc1 | 0% | -14% | -1% | -0.2% | 9% | 2% | 3% | 0% | i
Cc1cccc(C2CC(c3ccccc3)Nc3ncnn32)c1 (configuration not stated) | 10% | -31% | 8% | 0.3% | 0% | 3% | -18% | 0% | i
O=C(Cn1nnc(-c2ccccc2NC(=O)C2CC2)n1)NC1CCCCC1 | -11% | -22% | 2% | -0.4% | 13% | -5% | -19% | ? | i
CC(=O)C1C(c2cccc(Oc3ccccc3)c2)NC(=O)NC1(O)C(F)(F)F (configuration not stated) | -2% | 2% | 6% | -0.4% | 5% | 3% | 15% | -2% | i
CCO[C@@H]1OC(C(=O)NCc2ccccc2)=C[C@H](C)[C@H]1CCCO | 12% | 2% | ? | -0.4% | 0% | 1% | 0% | -5% | i
CCC(C(=O)Nc1cc(C)nn1-c1nc(C)cc(C)n1)c1ccccc1 (configuration not stated) | -14% | -30% | ? | 2.7% | -7% | -2% | -24% | -31% | i
CNC(=O)C12CCC(C)(c3nc4cc(C)c(C)cc4nc31)C2(C)C (configuration not stated) | 1% | -1% | 16% | 0.2% | -6% | 5% | 7% | -14% | i
CCc1ccc(NC(=O)CN(N=Nc2nonc2C)c2nonc2C)cc1 | -4% | -40% | 1% | 0.1% | 0% | -11% | 0% | -9% | i
Cc1ccc(-c2c(C(=O)N/N=C/c3ccncc3)nnn2-c2nonc2N)cc1 | 32%[activator] | -22% | 6% | 0.4% | 0% | -8% | 4% | -13% | i
COc1cc(C(=O)Nc2ccc(Nc3ccccc3)cc2)cc(OC)c1OC | -5% | -4% | 21µM* | 0.8% | 0% | -19% | 16% | -18% | i
CCN(CC(=O)NCc1cccs1)C(=O)c1ccc(OC)c(S(=O)(=O)N2CCOCC2)c1 | 22% | 7% | -4% | 0.1% | -6% | 3% | 1% | 11% | i
Cc1ccc(NC(=O)Nc2ccc3nc(N4CCN(C)CC4)cc(C)c3c2)cc1C | . | -20% | . | 0.2% | ? | 11% | 25% | -28% | i
CC(=O)C[C@H](O)CC(=O)[C@H]1OC(=O)CCCCCCc2ccccc21 | 1% | -11% | 6% | 0.2% | -4% | 8% | -15% | 4% | i
COc1ccc(CN2COc3ccc4c(C)cc(=O)oc4c3C2)cc1 | . | 4% | . | -0.9% | 1% | -3% | 10% | 4% | .
CCCC1C(=O)Nc2ccccc2N1C(=O)c1cccc(C)c1 (configuration not stated) | -14% | -10% | 6% | 0.0% | 0% | -11% | 0% | 12% | i

Screening results as filed in PubChem BioAssay.
